# Bioassay records deposited in PubChem by National Center for Advancing Translational Sciences (NCATS).
# KDM5B inhibitor = KDM5B demethylase inhibition; 220,000 tested, 2.6% active; Q9UGL1; KDM5B demethylase, FDH-coupled NADH fluorescence (FDH is formaldehyde dehydrogenase); Potency, µM (top dose mostly 57.7 µM), for the others: at the highest dose activity change, negative = inhibition, hits mostly inhibitors; AID 1347165; active = well fitted inhibition curve with a large enough effect; inconclusive = small, poorly fitted or top-dose-only effect; inactive = no such curve, though single readings can be large or run the other way; also: 0% is about no effect; nearly all actives have a fitted effect of over 70% in size
# Target sequence (Q9UGL1 whole entry, looked up): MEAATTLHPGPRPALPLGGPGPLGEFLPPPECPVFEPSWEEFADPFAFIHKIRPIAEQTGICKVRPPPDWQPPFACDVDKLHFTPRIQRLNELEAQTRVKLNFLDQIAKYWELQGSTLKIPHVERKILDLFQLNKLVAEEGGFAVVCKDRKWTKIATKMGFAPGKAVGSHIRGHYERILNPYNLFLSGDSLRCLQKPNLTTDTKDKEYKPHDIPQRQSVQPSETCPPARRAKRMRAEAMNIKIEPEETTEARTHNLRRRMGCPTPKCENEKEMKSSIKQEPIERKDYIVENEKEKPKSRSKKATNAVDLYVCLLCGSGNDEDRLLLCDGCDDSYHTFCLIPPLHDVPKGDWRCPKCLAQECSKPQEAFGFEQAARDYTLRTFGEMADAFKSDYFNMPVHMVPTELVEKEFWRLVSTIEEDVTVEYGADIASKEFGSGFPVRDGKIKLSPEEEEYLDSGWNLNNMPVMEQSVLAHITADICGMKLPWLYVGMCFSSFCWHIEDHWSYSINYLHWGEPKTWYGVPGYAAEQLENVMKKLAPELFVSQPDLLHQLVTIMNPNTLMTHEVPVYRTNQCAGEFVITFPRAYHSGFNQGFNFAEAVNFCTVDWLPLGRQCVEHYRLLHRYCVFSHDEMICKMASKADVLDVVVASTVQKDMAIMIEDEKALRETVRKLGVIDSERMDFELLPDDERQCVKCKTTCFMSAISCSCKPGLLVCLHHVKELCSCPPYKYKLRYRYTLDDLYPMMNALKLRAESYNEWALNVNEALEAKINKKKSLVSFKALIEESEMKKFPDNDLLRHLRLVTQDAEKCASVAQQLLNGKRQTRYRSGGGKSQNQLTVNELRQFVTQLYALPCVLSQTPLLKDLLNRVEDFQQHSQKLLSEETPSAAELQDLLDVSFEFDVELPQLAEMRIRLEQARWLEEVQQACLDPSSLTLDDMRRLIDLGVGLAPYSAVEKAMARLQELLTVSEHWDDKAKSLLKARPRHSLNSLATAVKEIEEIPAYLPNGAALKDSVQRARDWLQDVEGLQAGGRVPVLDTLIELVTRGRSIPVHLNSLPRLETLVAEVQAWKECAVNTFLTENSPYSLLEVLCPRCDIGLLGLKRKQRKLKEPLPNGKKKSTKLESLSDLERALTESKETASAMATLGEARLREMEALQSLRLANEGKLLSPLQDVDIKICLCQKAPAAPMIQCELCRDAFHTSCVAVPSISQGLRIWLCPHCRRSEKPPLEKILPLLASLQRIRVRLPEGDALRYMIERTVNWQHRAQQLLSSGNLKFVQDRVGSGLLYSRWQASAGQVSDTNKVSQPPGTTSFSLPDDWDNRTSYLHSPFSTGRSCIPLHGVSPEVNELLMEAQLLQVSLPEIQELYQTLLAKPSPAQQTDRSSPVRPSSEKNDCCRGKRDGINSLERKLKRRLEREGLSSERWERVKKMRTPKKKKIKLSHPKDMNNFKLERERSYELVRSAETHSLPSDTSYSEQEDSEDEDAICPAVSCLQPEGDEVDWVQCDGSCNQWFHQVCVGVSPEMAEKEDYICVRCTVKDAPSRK
#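 Measured: NADH fluorescence change, 30 min, RT. System: KDM5BΔAP 200 nM final, H3K4me3 peptide, α-KG, Fe(II), ascorbate, NAD⁺ plus FDH, pH 7.5 HEPES. Compounds: titrated, 10 min pre-incubation with enzyme.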
# * = called active by the depositor; ? = inconclusive; & = joins results of further samples; [ ] = dose if it differs, or a comment. Potency is read from the fitted curve at half-maximal effect. Some of the compounds tested. The share of hits here may be higher or lower than overall.
KDM5B inhibitor	SMILES
?	CCOC(=O)c1sc(Nc2ccccc2)nc1C
-3%	O=S(Cc1ccc(Cl)cc1)Cc1cccc(C(F)(F)F)c1 (stereo not drawn)
-28%	COc1ccc(OC)c(NC(=O)[C@H](Cc2ccccc2)N2Cc3ccccc3C2=O)c1
8%	O=[N+]([O-])c1ccc(-n2ccc3ccccc32)cc1
-18%&-12%[86.2 µM]	CN(Cc1ccc(F)cc1)Cc1cccn1C
15%	COc1ccc(C)cc1N(CC(=O)N1CCCCCC1)S(=O)(=O)c1ccccc1
-29%	COc1ccc(-c2nc(C(=O)N3CCN(Cc4cccc(Cl)c4)CC3)cs2)cc1OC
-11%	Cc1cccc(-c2nc(CS(=O)CC(=O)NCc3ccc(F)cc3)c(C)o2)c1 (stereo not drawn)
-17%	COc1ccccc1CNC(=O)C1CCN(C(=O)c2nnn3c2COC(c2ccc(C)cc2)C3)CC1 (stereo not drawn)
-2%	CC1CCCCN1Cc1nc2c(c(=O)n(C)c(=O)n2C)n1Cc1ccc(Br)cc1 (stereo not drawn)
?	CCOC(=O)c1ccc(NC(=O)CC2SC(c3cc4ccccc4oc3=O)=NC2=O)cc1 (stereo not drawn)
-4%	CCOc1ccc(CCNC(=O)CCc2c(C)nc3c(c(C)nn3-c3ccc(C)c(C)c3)c2C)cc1
-4%	COC(=O)c1sccc1NC(=O)c1cccs1
-20%	COc1ccc(-c2nc3sc(CCNC(=O)Cc4ccc(F)cc4)c(C)n3n2)cc1
20%	CC(Sc1cc(F)ccc1F)C(N)=O (stereo not drawn)
-24%	Cc1ccc2[nH]c(=O)c3cc(C(=O)NCc4ccc(F)cc4Cl)sc3c2c1
-7%	CC(C)Nc1nc(-c2ccc3c(c2)CCCN3S(C)(=O)=O)cs1
2%	COCc1cccc(C(=O)NCc2ccco2)c1
-15%	O=C(CCNC(=O)C1CCCC1)NC1(c2ccccc2)CCC1
?	COc1ccc(NC(=O)CSC2=NC3(CCCCC3)Nc3ccccc32)cc1
-8%	COc1cccc(CNC(=O)N[C@@H](C)C(=O)O)c1
-12%	O=C(c1cc2ccccc2oc1=O)N(Cc1cccs1)Cc1cccs1
28µM*	O=C1OCCCN1CCNc1ccc(-c2nc(-c3ccccc3F)no2)cn1
7%	O=C(Cc1csc(-c2ccc(F)cc2)n1)Nc1ccnn1Cc1ccccc1Cl
-30%[86.2 µM]	Clc1cccc(CN2CC[C@H](c3nnc(-c4ccncc4)o3)C2)c1
28µM*	CCc1noc(-c2cccn3c(CNC(=O)Cc4ccc(F)cc4)nnc23)n1
-7%	Cc1ccccc1C(=O)NC1CCN(c2cc(-c3ccc(Cl)cc3)[nH]n2)CC1
?	COc1ccccc1NC(=O)c1cc2ccc3cccnc3c2[nH]1
?	CCOCC1(C)COc2ccc(C(=O)Nc3cccnc3)cc2N1 (stereo not drawn)
10%	COc1cc(C(=O)N(C)Cc2nc3ccccc3c(=O)[nH]2)cc(Cl)c1OCC(N)=O
8%	O=C(c1cccs1)N1CCc2nc(OCC3CC3)ccc2C1
18%	Cc1cccc(Cn2c(N3CCc4ccccc4C3)nc3c2c(=O)[nH]c(=O)n3C)c1
1%	COCC(C)NC(=O)CSc1cc(C)c2cccc(C)c2n1 (stereo not drawn)
-8%	Cc1cc2oc(=O)cc(CN3CCN(CCO)CC3)c2cc1O
-18%	Cc1ccc(NC(=O)c2nc(-c3ccncc3)no2)c(Cl)c1
-10%	Cc1ccccc1CC(=O)Nc1ccccc1SCc1ccsc1
32µM*	Cc1ccn2c(C(=O)N3CCCn4nc(C(O)CO)cc4C3)nnc2n1 (stereo not drawn)
-13%[86.2 µM]	COc1ccc(-c2ccc3ncc(Nc4cccc(F)c4)n3n2)cc1OC
-21%	CO[C@H]1C(=O)N(C(C)C)[C@H]1C1CCN(C(=O)NC2CCCCC2)CC1
?	CCC(=O)N1c2ccc(S(=O)(=O)CCC(=O)N3CCN(c4cc(C)ccc4C)CC3)cc2CC1C (stereo not drawn)
15%	O=C(NCc1ccco1)C1COC2(CCN(C(=O)c3ccc(F)cc3)CC2)N1C(=O)c1ccco1 (stereo not drawn)
-6%	CC(NCc1cccc(C#N)c1)c1cccc(Br)c1 (stereo not drawn)
?	CCN(CC)c1nn2c(=O)c(C(=O)NCc3cccc(C)c3)cnc2s1
28%	O=C([C@H]1C[C@H](Oc2ccccc2)CN1S(=O)(=O)c1ccccc1)N1CCOCC1
-23%[115 µM]	NCCCC(=O)N1CCCC2(Cc3ccccc3CN2C(=O)c2cccc(Cl)c2)C1 (stereo not drawn)
19%	O=C(OCC(=O)N1c2ccccc2Sc2ccccc21)c1ccc2c(c1)OCCO2
0%	Cc1ccc(-c2nnc(C3CN(C(=O)c4ccc(F)c(F)c4)CC34CCOCC4)o2)cc1 (stereo not drawn)
-6%	Cc1ccc(NC(=O)Cn2c(=O)oc3ccccc32)cc1Cl
?	CN(C)c1cccc(C(=O)N2CCC(n3cc(-c4nc(-c5ccccc5)no4)nn3)C2)c1 (stereo not drawn)
-23%	Cc1cccc(OCc2nc(CC(=O)Nc3ccc(Cl)cc3)cs2)c1
3%	COCCN1CCCC2(CCN(C(=O)CCn3cncn3)C2)C1=O (stereo not drawn)
?	CCCCNC(=O)CN1CCN(c2ncc(NC(=O)c3ccc(Cl)cc3)cc2C(=O)O)CC1
14%	CCS(=O)(=O)N1CCc2nc(N(C)Cc3cccnc3)[nH]c(=O)c2CC1
3%	COCCCNC(=O)CN1CCN(CC=C(C)C)CC1
-13%	Cc1ccc(-c2onc(C)c2C)cc1S(=O)(=O)N1CCOc2ccc(Cl)cc21
19%	Cc1ccc(-c2cnc(CCC(=O)N3CCOCC3)o2)cc1C
-3%	CN1c2cc(C(=O)Nc3ccc(N4CCOCC4)cc3)ccc2C(=O)N2CCCCC21 (stereo not drawn)
?	COC(=O)C1=C(C)NC(=O)NC1c1cn(-c2ccccc2)nc1-c1ccc(OC)c(Br)c1 (stereo not drawn)
19%[149 µM]	N#Cc1cccnc1-c1cccc(C(=O)O)c1
-15%	CN(C)S(=O)(=O)N1CCC(Oc2ccc(C(=O)NCCc3ccncc3)cc2)CC1

# Some of the entries so far, tab-delimited:
canonical_smiles	KDM5B inhibitor
CN1c2cc(C(=O)Nc3ccc(N4CCOCC4)cc3)ccc2C(=O)N2CCCCC21 (stereo not drawn)	-3%
COC(=O)C1=C(C)NC(=O)NC1c1cn(-c2ccccc2)nc1-c1ccc(OC)c(Br)c1 (stereo not drawn)	?
N#Cc1cccnc1-c1cccc(C(=O)O)c1	19%[149 µM]

# Fetched one by one from the list above (5):
KDM5B inhibitor	SMILES
-15%	CN(C)S(=O)(=O)N1CCC(Oc2ccc(C(=O)NCCc3ccncc3)cc2)CC1
19%	O=C(OCC(=O)N1c2ccccc2Sc2ccccc21)c1ccc2c(c1)OCCO2
-13%	Cc1ccc(-c2onc(C)c2C)cc1S(=O)(=O)N1CCOc2ccc(Cl)cc21
8%	O=C(c1cccs1)N1CCc2nc(OCC3CC3)ccc2C1
18%	Cc1cccc(Cn2c(N3CCc4ccccc4C3)nc3c2c(=O)[nH]c(=O)n3C)c1

# (list continues)
KDM5B inhibitor	SMILES
-25%	O=C(OCC(=O)C12CC3CC(CC(C3)C1)C2)c1c(F)cccc1F
24%	COc1ccc(N2CCN(C(=O)c3cc(=O)c4cc(C)c(C)cc4o3)CC2)cc1
-26%	CCn1cc(/C=C(\NC(=O)c2ccccc2Cl)C(=O)NCCCn2ccnc2)c2ccccc21
-61%	CC(C)(C)C1C/C(=C/c2cccs2)c2nc3ccccc3c(C(=O)O)c2C1 (stereo not drawn)
-5%	COc1cccc(Cn2c(Oc3cc(C)cc(C)c3)nc3c2c(=O)n(C)c(=O)n3C)c1
?	Nc1cccc(-c2ccc(Cl)c(Cl)c2)c1
-15%	Fc1ccc(-n2cc(-c3ccccc3)c3c(NC4CCCCC4)ncnc32)cc1
-26%	COc1ccc(Nc2sc(C(=O)c3ccccc3)c(N)c2C(=O)Nc2cc(C)ccc2C)c(OC)c1
-26%	O=C(CCC1CCCN(S(=O)(=O)c2ccccc2F)C1)NCCCN1CCOCC1 (stereo not drawn)
0%	O=C(c1cccs1)N1CC(Oc2ccc(-c3nc(-c4ccccc4)no3)cc2)C1
-3%	O=C(NCCc1ccccc1)C1CCC(CNS(=O)(=O)c2ccccc2)CC1 (stereo not drawn)
25µM*	O=C1NC2(CCCN(Cc3ccc(C(F)(F)F)cc3)C2)COc2ccccc21 (stereo not drawn)
-1%	Cc1nc2cc(NC(=O)C3CC(=O)N(CC4CC4)C3)ccc2o1 (stereo not drawn)
?	CC(=O)NCCC(=O)N1Cc2ccccc2CC2(CCN(CC3CCNC3)C2)C1 (stereo not drawn)
-20%	CCN(CCCNC(=O)CSc1cc(=O)n(CC)c2ccccc12)c1ccccc1
-16%	COc1cccc(-c2cc(C3CCN(C(=O)Nc4ccccc4C(F)(F)F)CC3)[nH]n2)c1
-15%	COc1ccc(S(=O)(=O)N(CC(=O)Nc2ccc(OC)cc2OC)c2ccc(Cl)cc2)cc1
?	COc1cccc2cc(C(=O)NCc3ccc(C)cc3)c(=O)oc12
6%[115 µM]	O=C(c1ccc(C(F)(F)F)cc1)N1CCCC2(C1)C(=NC1CCCCC1)NC(=O)N2c1cccnc1 (stereo not drawn)
-21%	CCn1cc(C(=O)N2CCN(c3cccc(Cl)c3)CC2)c(=O)c2cc(S(=O)(=O)N3CCC(C)CC3)ccc21
-2%	CCOCCCNc1nc2c(c(=O)n(C)c(=O)n2C)n1Cc1ccccc1Cl
19%	COC(CNC(=O)C=C(C)C)c1ccccc1 (stereo not drawn)
15%	CCN(CC)S(=O)(=O)c1ccc2c(c1)N(CC(=O)Nc1c(C)cc(C)cc1C)C(=O)C1CCCN21 (stereo not drawn)
-15%	COc1cc2c(cc1OC)C(COc1ccccc1OC)N(C(=O)c1ccc(S(=O)(=O)N(C)C)cc1)CC2 (stereo not drawn)
-14%	c1ccc(-n2cnnc2CC2CCNCC2)cc1
3%[86.2 µM]	O=C(C[C@@H]1C[C@H]2O[C@H](CNC(=O)N3CCOCC3)[C@@H](O)[C@H]2O1)N1CCC(F)(F)C1
-4%	COc1ccc(OC)c(NC(=O)CSCc2cc(=O)n3cc(C)ccc3n2)c1
32µM*	Cc1ccsc1-c1[nH]nc2ncc(-c3cn[nH]c3)nc12
-11%	O=C(N/N=C/c1cccs1)c1ccc(Cl)cc1Cl
35µM*	Cc1ccccc1-c1cc(-c2ccc(=O)[nH]c2)c2cncn2c1
?	COc1nccnc1NC1CCN(C(=O)NCCc2ccccc2)CC1
1%	CCOC(=O)C(CC)N1CCN(Cc2ccc(F)cc2)C(=O)C1=O (stereo not drawn)
-1%	COc1cccc(C(=O)N2CCC(n3cc(-c4nc(C)no4)nn3)C2)c1 (stereo not drawn)
-8%	O=C(O)CSc1nc2ccccc2nc1N1CCCCC1
18%	CC1(C)C(=O)N(c2ccccc2)C(=O)c2ccccc21
0%	Cc1ccc(C)c(NC(=O)N2CCC(N3CCN(Cc4ccccn4)C(=O)C3=O)CC2)c1
-1%	O=C1CCN(S(=O)(=O)c2ccc(Cl)cc2)CC1
14%	COc1ccc(F)c(CN2CCC(CCC(=O)N3CCN(c4ccccc4)CC3)CC2)c1
?	O=C(CSc1nc2c([nH]c3ccccc32)c(=O)n1-c1ccccc1)N1CCCCCC1
16%	CCN(Cc1cn(Cc2ccccc2)nn1)S(=O)(=O)c1ccccc1Br
10%	NC(=O)C1CCN(C(=O)CCc2ccsc2)CC1
13%	CC1CCCN(CCNC(=O)C2CCN(CC(F)(F)F)CC2)C1 (stereo not drawn)
-7%	O=C(/C=C/N1CCC(CCCC2CCN(/C=C/C(=O)C(F)(F)F)CC2)CC1)C(F)(F)F
?	COc1ccccc1CN1CCNc2cc(-c3ccccc3)ncc2C1
0%	Cc1ccc2nc(/C(C#N)=C/c3ccccc3OCc3ccc(Cl)cc3Cl)[nH]c2c1
?	CCc1nc2c(c(-c3ccc(Cl)cc3)n1)CN(CCC(C)C)CC2
-7%[86.2 µM]	CC(C)NC[C@H]1O[C@@H](CO)[C@@H](O)[C@H]1N1CCCC1
16%	O=C(Nc1ncn[nH]1)c1cccc(S(=O)(=O)N2CCCCCC2)c1
-29%	Cc1oc(-c2nc(C#N)c(N(C)C)o2)cc1S(=O)(=O)N(Cc1ccccc1)C(C)C
13%	CCOc1cc(CNC(=O)c2ccc(Cn3c(=O)c4cccn4c4cccnc43)cc2)ccc1OC
-10%	CCOc1ccc(C(=O)NCCS(=O)(=O)N2CCN(c3cccc(Cl)c3)CC2)cc1
0%	CN1CCC2(CCC1=O)CN(CC(=O)NCc1ccccn1)CCN2C (stereo not drawn)
-12%	OC1(CN2CCC(c3nnc4ccccn34)CC2)CNCCOC1 (stereo not drawn)
-4%	COc1ccc(C)cc1NS(=O)(=O)c1cnc(N)nc1
10%	COc1cccc(C(=O)NC2CCN(c3cnn(CC4CC4)c(=O)c3)CC2)c1
22µM*	Cc1ccc(NC(=O)Cn2ccn3nc(-c4ccc(F)cc4)c(CO)c3c2=O)cc1
-26%	O=C(N[C@H]1CCN2C(=O)c3cc(-c4ccc(F)cc4F)ccc3NC(=O)[C@H]12)c1cccc(F)c1

# Sorted by the number under KDM5B inhibitor (smallest number first): 4 from the list above.
Compound	KDM5B inhibitor
Cc1oc(-c2nc(C#N)c(N(C)C)o2)cc1S(=O)(=O)N(Cc1ccccc1)C(C)C	-29%
COc1ccc(C)cc1NS(=O)(=O)c1cnc(N)nc1	-4%
O=C(Nc1ncn[nH]1)c1cccc(S(=O)(=O)N2CCCCCC2)c1	16%
CC1(C)C(=O)N(c2ccccc2)C(=O)c2ccccc21	18%
